Tau fluor cs = counter-screen for tau fibril formation inhibitors. tau K18 P301L Alexa594 fluorescence, heparin fibrillization. Potency, µM (doses to about 57.7 µM), for inactives: top-dose activity change, negative = decrease. hit rate 0.93% among 280,000. AID 1463; further: potency means the concentration at half of the fitted maximal effect; on the % scale 0 is the no-effect control and ±100 the full control effect; nearly all actives have a fitted effect of over 55% in size
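Human tau K18 P301L (15 uM unlabeled, 0.24 uM Alexa 594-labeled) in 100 mM sodium acetate pH 7 with 20 uM heparin, 6 hr at 37 C. ThT 30 uM added, 1 hr ambient; Alexa 594 FP and total fluorescence read at 555/632 nm.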
GLA spleen mod = inhibits or activates alpha-galactosidase in human spleen homogenate. AID 2107. hit rate 0.008% among 240,000. P06280. Potency, µM (highest dose often 80 µM), without a hit: at the top dose activity change, negative = inhibition, most hits filed as inhibitors. human spleen homogenate, 4MU-alpha-Gal fluorescence, 40 min;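 further: potency means the concentration at half of the fitted maximal effect; 0% = enzyme with vehicle and -100% = no enzyme basal signal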
Target sequence (P06280 32-429 limits assumed): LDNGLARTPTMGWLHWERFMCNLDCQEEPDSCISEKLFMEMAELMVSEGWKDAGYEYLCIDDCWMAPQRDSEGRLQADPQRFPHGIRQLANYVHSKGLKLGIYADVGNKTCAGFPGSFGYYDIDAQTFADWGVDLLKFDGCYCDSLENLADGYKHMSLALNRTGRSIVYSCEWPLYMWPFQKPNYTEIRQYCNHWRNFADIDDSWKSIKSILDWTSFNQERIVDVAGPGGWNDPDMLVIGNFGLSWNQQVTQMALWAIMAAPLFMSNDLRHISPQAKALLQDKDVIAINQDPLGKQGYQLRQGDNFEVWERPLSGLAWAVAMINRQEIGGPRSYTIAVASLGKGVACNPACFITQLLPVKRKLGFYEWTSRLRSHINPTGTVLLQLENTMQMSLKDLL
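Spleen homogenate 1 ug + cpd (titration) + 4-MU-alpha-D-galactopyranoside 1 mM; 37C 40 min; 50 mM citrate/phosphate pH 5.0, 0.01% Tween-20; stop pH 10; fluorescence 365/440; AC50 via Hill.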
Tau FP inhib = inhibitors of human tau fibril formation | P10636 | K18 P301L tau heparin fibrillization, Alexa594 FP, 6 h | Potency, µM (titrated, usually from 57.7 µM), without a hit: at the top dose activity, negative = inhibition, most hits filed as inhibitors | hit rate 0.39% among 280,000; further: potency means the concentration at half of the fitted maximal effect; on the % scale 0 is the no-effect control and ±100 the full control effect; nearly all actives have a fitted effect of over 55% in size
Target sequence (P10636 561-689 P618L limits assumed): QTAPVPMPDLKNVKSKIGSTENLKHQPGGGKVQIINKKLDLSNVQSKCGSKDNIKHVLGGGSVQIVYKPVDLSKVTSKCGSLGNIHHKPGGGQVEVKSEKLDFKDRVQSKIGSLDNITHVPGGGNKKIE
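Compound effects on tau fibrillization are measured by Alexa 594 fluorescence polarization (ex 555, em 632 nm). K18 P301L tau is used at 15 uM with 0.24 uM labeled tracer, and 20 uM heparin induces aggregation over 6 hr at 37 C.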
TexasRed fluor = alters Texas Red total fluorescence, flagging assay interference. AID 1479. hit rate 0.29% among 280,000. TRb/SRC2 Texas Red total fluorescence interference. Potency, µM (highest dose often 106 µM), for inactives: at the highest dose fluorescence change, negative = quenching; active means well fitted curve in either direction with a large enough effect; inconclusive means small, poorly fitted or top-dose-only effect; further: potency means the concentration at half of the fitted maximal effect; on the % scale 0 is the no-effect control and ±100 the full control effect
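Flags fluorescent or light-absorbing compounds by total fluorescence, S + 2P, at 555 nm excitation and 632 nm emission. Mixture: 20 nM Texas Red SRC2 peptide, 0.6 uM human TRb LBD, 1 uM T3, 5% DMSO; compound exposure 5 h at ambient temperature.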
Epigenetic derep = derepresses silenced GFP reporter in murine cells; murine LDR cells, GFP reporter derepression, 30 h; Potency, µM (doses to about 53.9 µM), inactives show at the highest dose GFP activation, most hits filed as activators; hit rate 0.2% among 280,000; AID 1865; further: potency means the concentration at half of the fitted maximal effect; % of control where 0% means no effect; nearly all actives have a fitted effect of over 60% in size
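Murine LDR cells carrying a silenced, genomically integrated CMV-driven GFP reporter were exposed to compound for 30 hours at 37 C. After PBS washes, GFP-positive cells (20–120 um objects) were counted by laser-scanning microplate cytometry.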
TRb-SRC2 inh = TRbeta-SRC2 interaction inhibition. TRbeta-SRC2 peptide binding, fluorescence polarization; receptor liganded with 1 µM T3. hit rate 0.065% among 280,000. P10828. Potency, µM (top dose mostly 106 µM), for the others: at the highest dose activity change, negative = inhibition, most hits filed as inhibitors;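 further: potency means the concentration at half of the fitted maximal effect; plate controls were bound peptide for no effect and peptide without receptor for full effect; nearly all actives have a fitted effect of over 50% in size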
Target sequence (P10828 whole entry, looked up): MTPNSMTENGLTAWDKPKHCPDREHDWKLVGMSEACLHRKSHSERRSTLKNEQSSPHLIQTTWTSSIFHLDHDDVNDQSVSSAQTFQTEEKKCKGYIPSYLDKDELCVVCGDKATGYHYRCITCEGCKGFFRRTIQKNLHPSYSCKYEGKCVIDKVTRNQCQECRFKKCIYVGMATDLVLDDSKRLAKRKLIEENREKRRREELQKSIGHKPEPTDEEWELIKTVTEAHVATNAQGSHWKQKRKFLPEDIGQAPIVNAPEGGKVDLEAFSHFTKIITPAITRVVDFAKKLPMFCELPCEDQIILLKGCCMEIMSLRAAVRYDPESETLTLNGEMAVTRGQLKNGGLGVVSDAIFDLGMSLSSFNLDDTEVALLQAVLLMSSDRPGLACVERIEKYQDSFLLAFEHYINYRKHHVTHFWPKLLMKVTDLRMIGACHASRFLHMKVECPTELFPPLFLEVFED
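TRb LBD 0.6 uM + Texas Red SRC2 peptide 20 nM, 1 uM T3, Tris buffer w/ 5% DMSO; compound pinned, 5 h RT; FP read ex 555/em 632; normalized to unbound and bound controls.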
CBFb RUNX1 block = inhibitors of human CBF-beta and RUNX1 interaction; Q01196+Q13951; AlphaScreen CBFb-His/RUNX1-biotin binding, biochemical; Potency, µM (doses to about 59.8 µM), without a hit: at the top dose activity, negative = inhibition, most hits filed as inhibitors; 230,000 tested, under 10 active; AID 1477; further: % of control where 0% means no effect
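AlphaScreen proximity signal reports loss of binding between His-tagged CBF-beta and biotin-labelled RUNX1, each at 30 nM. Proteins are pre-associated for 20 minutes, compounds added for 15 minutes, then beads for 90 minutes, all at ambient temperature.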
NPSR antagonist = neuropeptide S receptor (human) antagonism, cAMP | Potency, µM (series often up to 38.3 µM), inactives show at the highest dose activity change, negative = inhibition, hits mostly inhibitors | hit rate 1% among 220,000 | CHO-NPSR cells, cAMP TR-FRET, antagonist mode; further: potency means the concentration at half of the fitted maximal effect; on the % scale 0 is the no-effect control and ±100 the full control effect; nearly all actives have a fitted effect of over 50% in size; many of its hits are not listed in these tables
An asterisk follows results filed as active; [ ] = remark or other dose. Unless noted, the call rests on the fitted dose curve; in most records, active means well fitted curve in the direction sought with a large enough effect; inconclusive means small, poorly fitted or top-dose-only effect, or another doubt; inactive means no such curve, though single readings can be large; an effect the other way counts as inactive or inconclusive. This is a subset. The share of hits here may be higher or lower than overall.

Screening O=C(NNC(=S)NC1CC2CCC1C2)c1ccc(Cl)cc1 (stereo unspecified) returned Tau fluor cs -26%, GLA spleen mod 1%, Tau FP inhib 11%, TexasRed fluor 1%, Epigenetic derep 1.4%, TRb-SRC2 inh 5%, CBFb RUNX1 block 0% and NPSR antagonist -26%.
Screening O=C1c2ccccc2C(=O)N1CCn1c(=O)oc2ccccc21 returned Tau fluor cs -9%, GLA spleen mod -3%, Tau FP inhib -9%, TexasRed fluor 3%, Epigenetic derep 3.8%, TRb-SRC2 inh -11%, CBFb RUNX1 block 4% and NPSR antagonist inconclusive.
Screening CCN1C/C(=C/c2sccc2C)c2nc3ccccc3c(C(=O)O)c2C1 returned Tau fluor cs -4%, GLA spleen mod -21%, Tau FP inhib 11%, TexasRed fluor -1%, Epigenetic derep 1.6%, TRb-SRC2 inh -4%, CBFb RUNX1 block inconclusive and NPSR antagonist -17%.
`CC1(C)CC(=O)C=C(NNC(=O)c2ccccc2O)C1` gave Tau fluor cs -7%, GLA spleen mod 0%, Tau FP inhib 6%, TexasRed fluor -3%, Epigenetic derep -0.9%, TRb-SRC2 inh 0%, CBFb RUNX1 block -4% and NPSR antagonist -11%[46.1 µM].
`COc1cccc(CNC(=O)c2cc(S(=O)(=O)N3CCCCCC3)cn2C)c1` gave Tau fluor cs 4%, Tau FP inhib 0%, TexasRed fluor inconclusive, Epigenetic derep -1.7% and TRb-SRC2 inh -2%.
CCCCc1cc(=O)oc2c(CN(C)C)c(O)c(Cl)cc12 was read as Tau fluor cs -7%, GLA spleen mod inconclusive, Tau FP inhib 1%, TexasRed fluor -2%, Epigenetic derep -4.0%, TRb-SRC2 inh -15%, CBFb RUNX1 block 2% and NPSR antagonist 4%[7.67 µM].
Screening CCOc1ncccc1C(=O)NCc1ccc(C)cc1 returned Tau fluor cs -3%, GLA spleen mod 5%, Tau FP inhib -2%, TexasRed fluor 0%, Epigenetic derep 1.1%, TRb-SRC2 inh -3%, CBFb RUNX1 block 7% and NPSR antagonist -4%[46.1 µM].
For O=C(CCN1CCCCCC1)Nc1cccc(F)c1 the results were Tau fluor cs -2%, GLA spleen mod 2%, Tau FP inhib 2%, TexasRed fluor -1%, Epigenetic derep 0.1%, TRb-SRC2 inh 1%, CBFb RUNX1 block 4% and NPSR antagonist 0%[46.1 µM].
CC(=O)c1ccc(N2CCN(C(=O)c3cc(-c4ccc5c(c4)OCO5)nc4ccccc34)CC2)cc1 was read as Tau fluor cs -18%, GLA spleen mod 0%, Tau FP inhib 4%, TexasRed fluor 1%, Epigenetic derep 0.0%, TRb-SRC2 inh -22%, CBFb RUNX1 block 13% and NPSR antagonist -23%[46.1 µM].
Screening CCCSc1nc(=O)n2cccc(C)c2n1 returned Tau fluor cs -10%, GLA spleen mod -4%, Tau FP inhib -6%, TexasRed fluor 0%, Epigenetic derep -0.9%, TRb-SRC2 inh 1%, CBFb RUNX1 block 11% and NPSR antagonist 3%[46.1 µM].
Screening COc1ccc([C@H]2C=C3CN(C(=O)OC(C)(C)C)S(=O)(=O)[C@H]3C[C@H]2OC(=O)c2cccs2)cc1 returned Tau fluor cs -6%, GLA spleen mod -1%, Tau FP inhib -1%, TexasRed fluor -2%, Epigenetic derep 0.2%, TRb-SRC2 inh -4%, CBFb RUNX1 block -7% and NPSR antagonist -33%.
`COC(=O)c1ccccc1NC(=O)CN(c1ccc(OC)cc1)S(C)(=O)=O` gave Tau fluor cs -5%, GLA spleen mod 1%, Tau FP inhib 1%, TexasRed fluor -1%, Epigenetic derep 0.0%, TRb-SRC2 inh 2%, CBFb RUNX1 block -1% and NPSR antagonist -5%[46.1 µM].
`Cc1ccc(-c2nc(CS(=O)(=O)CC(=O)N3CCCCCC3)c(C)o2)cc1` gave Tau fluor cs 0%, GLA spleen mod -3%, Tau FP inhib 6%, TexasRed fluor 0%, Epigenetic derep 0.0%, TRb-SRC2 inh -7%, CBFb RUNX1 block -1% and NPSR antagonist -6%[46.1 µM].
CC/C=C/C(=O)N1CC2(CC(c3cccc(NC(=O)CC)c3)=NO2)C[C@H]1C(N)=O (stereo partly specified) was read as Tau fluor cs -13%, GLA spleen mod 2%, Tau FP inhib -9%, TexasRed fluor 0%, Epigenetic derep 0.0%, TRb-SRC2 inh -4%, CBFb RUNX1 block -11% and NPSR antagonist 28%.
CC(CCc1ccccc1)NC(=O)CN1CCN(c2ccccc2)CC1 (stereo unspecified) was read as Tau fluor cs -6%, GLA spleen mod -7%, Tau FP inhib 10%, TexasRed fluor 0%, Epigenetic derep -2.5%, TRb-SRC2 inh 9%, CBFb RUNX1 block 3% and NPSR antagonist -9%.
Screening Cc1cc(C)c(C(=O)Cn2cnc3cc([N+](=O)[O-])ccc3c2=O)cc1C returned Tau fluor cs -30%, GLA spleen mod -20%, Tau FP inhib 13%, TexasRed fluor -1%, Epigenetic derep 0.0%, TRb-SRC2 inh -5%, CBFb RUNX1 block -7% and NPSR antagonist -13%.
Screening O=C(Nc1cc(-c2nc3ccccc3o2)ccc1Cl)c1ccc(N2CCCCC2)c([N+](=O)[O-])c1 returned Tau fluor cs -19%, Tau FP inhib -17%, TexasRed fluor -27%, Epigenetic derep 3.0% and TRb-SRC2 inh -1%.
`COc1ccc(/C=C2/C(=O)ON=C2c2ccccc2)cc1OC` gave Tau fluor cs -5%, GLA spleen mod -5%, Tau FP inhib 2%, TexasRed fluor -4%, Epigenetic derep 8.5%, TRb-SRC2 inh -12%, CBFb RUNX1 block -7% and NPSR antagonist inconclusive.
For O=C(CSc1ncn[nH]1)OCN1C(=O)c2ccccc2C1=O the results were Tau fluor cs 10%, GLA spleen mod 0%, Tau FP inhib 1%, TexasRed fluor -1%, Epigenetic derep -1.1%, TRb-SRC2 inh -11%, CBFb RUNX1 block 11% and NPSR antagonist 0%[46.1 µM].
CC1=C(C(=O)Nc2ccccc2)C(c2ccc[nH]2)n2ncnc2N1 (stereo unspecified) was read as Tau fluor cs -18%, Tau FP inhib -3%, TexasRed fluor inconclusive, Epigenetic derep -0.9% and TRb-SRC2 inh -5%.

The closing two entries of the part above are carried over, then new ones follow:
For O=C(CSc1ncn[nH]1)OCN1C(=O)c2ccccc2C1=O the results were Tau fluor cs 10%, GLA spleen mod 0%, Tau FP inhib 1%, TexasRed fluor -1%, Epigenetic derep -1.1%, TRb-SRC2 inh -11%, CBFb RUNX1 block 11% and NPSR antagonist 0%[46.1 µM].
CC1=C(C(=O)Nc2ccccc2)C(c2ccc[nH]2)n2ncnc2N1 (stereo unspecified) was read as Tau fluor cs -18%, Tau FP inhib -3%, TexasRed fluor inconclusive, Epigenetic derep -0.9% and TRb-SRC2 inh -5%.
`CCOC(=O)C1=C2SCC(=O)N2C(N)=C(C#N)C1` gave Tau fluor cs -9%, GLA spleen mod -7%, Tau FP inhib -10%, TexasRed fluor 2%, Epigenetic derep -1.2%, TRb-SRC2 inh -20%, CBFb RUNX1 block 6% and NPSR antagonist -11%[46.1 µM].
CC1=C(C(=O)Nc2ccccc2C(F)(F)F)C(c2ccc(C)s2)NC(=S)N1 (stereo unspecified) was read as Tau fluor cs -3%, GLA spleen mod -3%, Tau FP inhib 6%, TexasRed fluor -2%, Epigenetic derep -1.3%, TRb-SRC2 inh -5%, CBFb RUNX1 block 3% and NPSR antagonist -22%.
For C=C(C)CSc1cc(C)nc2c(-c3ccccc3)c(C)nn12 the results were Tau fluor cs inconclusive, GLA spleen mod -2%, Tau FP inhib -12%, TexasRed fluor -4%, Epigenetic derep -0.3%, TRb-SRC2 inh -2%, CBFb RUNX1 block 27% and NPSR antagonist 30%[7.67 µM].
Screening COc1ccc2cc(CN(CCCN3CCOCC3)Cc3nnnn3C3CCCCC3)c(=O)[nH]c2c1 returned Tau fluor cs -8%, GLA spleen mod -3%, Tau FP inhib -2%, TexasRed fluor 0%, Epigenetic derep -2.1%, TRb-SRC2 inh 10%, CBFb RUNX1 block 2% and NPSR antagonist inconclusive.
COc1ccc2cc3cc(C(=O)Nc4ccccc4C)oc3nc2c1 was read as Tau fluor cs -25%, Tau FP inhib -13%, TexasRed fluor -2%, Epigenetic derep 2.6% and TRb-SRC2 inh -4%.
For CCCNC(=O)CN1C(=O)COc2ccc(S(=O)(=O)N3CCC(C)CC3)cc21 the results were Tau fluor cs -1%, Tau FP inhib 4%, TexasRed fluor 0%, Epigenetic derep -3.1% and TRb-SRC2 inh 0%.
`COc1ccc(Nc2cc(C(=O)NC3CCCC3)c3ccccc3n2)c(OC)c1` gave Tau fluor cs -27%, Tau FP inhib 14%, TexasRed fluor -2%, Epigenetic derep 2.4% and TRb-SRC2 inh 7%.
Screening Cc1c(NC(=O)c2cc3ccccc3c(=O)s2)c(=O)n(-c2ccccc2)n1C returned Tau fluor cs -8%, GLA spleen mod 5%, Tau FP inhib 1%, TexasRed fluor -6%, Epigenetic derep -0.2%, TRb-SRC2 inh 2%, CBFb RUNX1 block -4% and NPSR antagonist -7%[46.1 µM].
O=C(NCC(=O)N(CCc1ccccc1)C(C(=O)NC1CCCC1)c1cccnc1)c1ccco1 (stereo unspecified) was read as Tau fluor cs -1%, GLA spleen mod -3%, Tau FP inhib 4%, TexasRed fluor -5%, Epigenetic derep -4.5%, TRb-SRC2 inh -2%, CBFb RUNX1 block 11% and NPSR antagonist -17%[46.1 µM].
`Cn1c(SCC(=O)Nc2nc3ccccc3s2)nnc1-c1ccccc1` gave Tau fluor cs -13%, GLA spleen mod 1%, Tau FP inhib -4%, TexasRed fluor -3%, Epigenetic derep -1.0%, TRb-SRC2 inh -1%, CBFb RUNX1 block 1% and NPSR antagonist -6%[46.1 µM].
`O=C(NCc1ccco1)c1cc(C(=O)C2CC2)c[nH]1` gave Tau fluor cs -3%, GLA spleen mod -1%, Tau FP inhib -3%, TexasRed fluor -3%, Epigenetic derep 2.0%, TRb-SRC2 inh 5%, CBFb RUNX1 block -4% and NPSR antagonist -5%[46.1 µM].

Assay outcomes as filed in PubChem BioAssay.
